Screens (PubChem BioAssay)
MEP2 TOR yeast = yeast TOR pathway MEP2-GFP modulation | S. cerevisiae MEP2-GFP strain, flow cytometry GFP, 3 h; 100% = DMSO control level | GFP response vs DMSO, % at 10 µM | hit rate 0.51% among 330,000;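 active = GFP response versus DMSO above a set limit, roughly screen mean plus 3 SD, cut at about 180% in these data; inconclusive = fewer than 70 cells counted for a yeast strain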;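 also: median GFP fluorescence of the barcode-gated MEP2-GFP cells per well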
GASC-1 inh = human JMJD2C demethylase inhibition; Q9H3R0; GST-JMJD2C(1-420) H3K9me3 demethylation, DELFIA europium; inhibition, % at 2.35 µM; hit rate 0.069% among 330,000;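 active = more than half of a compound's replicate wells show inhibition beyond 50%, single wells judged on their own value; inconclusive = some, but no more than half, of replicates pass 50% inhibition; inactive = no replicate passes 50% inhibition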;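 also: signal counts dimethyl H3K9 product captured on neutravidin plate; 0% = median of DMSO wells and 100% = 0.3 times that DMSO median; strong numbers were not always called active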
Target sequence (Q9H3R0 1-420 limits assumed): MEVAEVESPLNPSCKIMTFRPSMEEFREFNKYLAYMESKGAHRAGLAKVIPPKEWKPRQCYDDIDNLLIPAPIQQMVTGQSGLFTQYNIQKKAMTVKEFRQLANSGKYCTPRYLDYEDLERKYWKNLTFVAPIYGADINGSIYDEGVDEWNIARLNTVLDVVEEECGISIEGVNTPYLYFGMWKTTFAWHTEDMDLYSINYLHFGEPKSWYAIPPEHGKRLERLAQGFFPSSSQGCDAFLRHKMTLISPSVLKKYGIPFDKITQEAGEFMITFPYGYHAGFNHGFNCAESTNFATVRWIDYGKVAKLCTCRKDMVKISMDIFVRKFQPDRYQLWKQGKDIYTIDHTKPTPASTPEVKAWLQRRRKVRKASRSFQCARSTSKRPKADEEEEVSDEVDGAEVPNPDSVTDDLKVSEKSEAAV
CR mimetic SO = lowers age-related superoxide in aged yeast cells; S. cerevisiae aged cells, superoxide DHE fluorescence; hits give low values; superoxide response (% of plate mean), % at 10 µM; AID 2690; hit rate 0.18% among 330,000;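 active = superoxide response under a set limit, about three screen SD below normal, cut at about 65% in these data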;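 also: yeast aged for seven days with compound at 30 °C before DHE staining; 100% = average MFI of all compound-treated wells on the plate with controls excluded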
procasp3 activ = procaspase-3 (human) activation | P42574 | recombinant procaspase-3 D3A, Ac-DEVD-pNA absorbance 405 nm | activation, % at 8.5 µM | hit rate 0.11% among 330,000 | AID 463141;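 active = activation above the mean of all tested compounds plus 3 SD, cut at about 21% in these data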;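 also: 0% = DMSO alone and 100% = DMSO wells spiked with extra 5 µM PC-3 D3A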
Target sequence (P42574 whole entry D9A/D28A/D175A): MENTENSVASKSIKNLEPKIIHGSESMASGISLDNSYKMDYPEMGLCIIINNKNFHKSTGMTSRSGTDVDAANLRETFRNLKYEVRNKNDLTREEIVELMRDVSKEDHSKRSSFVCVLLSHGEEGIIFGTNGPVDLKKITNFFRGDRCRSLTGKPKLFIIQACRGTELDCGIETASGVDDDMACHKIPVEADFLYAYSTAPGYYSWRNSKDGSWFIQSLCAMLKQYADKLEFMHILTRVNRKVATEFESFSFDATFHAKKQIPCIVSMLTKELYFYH
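Test system: Procaspase-3 D3A mutant, all three cleavage aspartates alanine | Dosing: Single dose, 8.5 µM nominal compound, 0.8% DMSO | Schedule: 1 h preincubation, 2 h reaction | Technique: 405 nm absorbance of p-nitroaniline, reads at 0 and 120 min | Repeats: One well per compound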
LAP4-GFP MLPCN = yeast TOR pathway LAP4-GFP modulation. S. cerevisiae LAP4-GFP multiplex, flow cytometry GFP, 3 h; median GFP as percent of DMSO wells. GFP response vs DMSO, % at 10 µM. AID 2023. hit rate 0.34% among 320,000;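 active = GFP response vs DMSO above a set limit, about the screen mean plus 3 SD, cut at about 150% in these data; inconclusive = under 70 cell events counted for the yeast strain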
proCasp7 act = activates human procaspase-7, counter-screen for procaspase-3 activators | hit rate 0.093% among 330,000 | activation, % at 8.5 µM | recombinant procaspase-7, Ac-DEVD-pNA absorbance 405 nm; D23A/D198A/D206A triple mutant, cannot self-cleave; scale: DMSO 0, 5 µM enzyme 100 | AID 463210;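 active = percent activation above the screen-wide mean plus 3 SD, cut at about 25% in these data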
Target sequence (P55210 whole entry D23A/D198A/D206A): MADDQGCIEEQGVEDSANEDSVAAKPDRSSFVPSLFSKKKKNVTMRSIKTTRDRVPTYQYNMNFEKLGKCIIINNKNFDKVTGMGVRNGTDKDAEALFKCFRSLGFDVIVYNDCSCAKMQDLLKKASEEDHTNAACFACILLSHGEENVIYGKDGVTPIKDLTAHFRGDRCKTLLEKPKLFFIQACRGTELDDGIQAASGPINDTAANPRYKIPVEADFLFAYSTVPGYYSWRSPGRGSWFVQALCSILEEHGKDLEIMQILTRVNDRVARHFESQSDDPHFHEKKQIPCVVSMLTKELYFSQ
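Material: Procaspase-7 triple mutant (PC-7 D3A) | Quantity: 2 µM procaspase-7 mutant as dispensed | Reagent: DEVD-pNA substrate | Times: 1 h preincubation, 2 h reaction | Technique: 405 nm absorbance of p-nitroaniline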
AHR activator = human AHR activation; P35869; AHR-responsive luciferase reporter cells, luminescence; activation, % at 5 µM; hit rate 2.5% among 320,000; AID 2796; in the data active = activation above about 47%;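 also: 0% = vehicle wells and 100% = reference agonist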
RPL19A-GFP yeast = yeast TOR pathway RPL19A-GFP modulation. AID 2025. S. cerevisiae RPL19A-GFP strain, flow cytometry, 3 h; hits give low values. percent response vs DMSO, % at 10 µM. hit rate 0.3% among 330,000;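 active = percent response vs DMSO below 50%; inconclusive = fewer than 70 events counted for the yeast strain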;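 also: median channel GFP fluorescence of the barcoded RPL19A-GFP strain; ratio of sample median GFP to plate DMSO average so 100% = DMSO; lower means less RPL19A-GFP as with rapamycin TOR inhibition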
* = called active by the depositor; ? = inconclusive; . = not tested or not shown; [ ] = dose if it differs, or a comment.

SMILES | MEP2 TOR yeast | GASC-1 inh | CR mimetic SO | procasp3 activ | LAP4-GFP MLPCN | proCasp7 act | AHR activator | RPL19A-GFP yeast
O=C(NN1CCOCC1)c1c(-c2ccccc2)sc2ccccc12 | . | -23 | 94 | 0 | . | -8 | 2 | .
Cc1ccc(CSCC(=O)Nc2ccccc2C(=O)O)cc1 | 98 | -5 | 108 | -7 | 87 | -3 | 12 | 102
CC/C(=N\NC(=S)Nc1ccc(OC)cc1)c1ccc(OC(F)F)cc1 | 98 | 2 | 101 | 4 | 93 | -13 | 4 | 96
C/C(=N\NC(=O)c1ccc(O)cc1)c1cccc(NC(=O)c2ccccc2C)c1 | 88 | 23 | 107 | 6 | 94 | 2 | 16 | 100
O=[N+]([O-])c1c(NCc2ccco2)ccc2nonc12 | 95 | -11 | 120 | 0 | 119 | 5 | -1 | 93
COc1cccc(/C=N\NC(=O)c2sc(N)nc2C)c1OC | 111 | 5 | 91 | -8 | 100 | 8 | 60* | 104
Clc1ccc(SCc2cc(-c3ccc(Cl)cc3)on2)cc1 | 96 | -3 | 73 | -4 | 97 | 10 | -3 | 98
O=C(NCC(c1ccc(F)cc1)N1CCOCC1)c1cccnc1Sc1ccccc1 (centres undefined) | 92 | 0 | 107 | 12 | 92 | 4 | 8 | 97
CC(=O)c1ccc(NS(=O)(=O)c2ccc3c(c2)N(C)CCO3)cc1 | 102 | 7 | 96 | 7 | 98 | -13 | 2 | 96
C=CCSc1nc2sc3c(c2c(=O)n1CC)CCc1ccccc1-3 | 111 | 19 | 107 | -9 | 112 | -25 | 56* | 100
CCc1ccccc1NCC(=O)Nc1ccc(Cl)c(C(F)(F)F)c1 | 101 | 8 | 102 | -3 | 95 | 3 | 1 | 111
COc1ccc(C(=O)Nc2cc(=O)n(C)c(=O)n2C)cc1 | 99 | 12 | 89 | 0 | 93 | -10 | 2 | 102
COc1ccc(OCC(=O)NNC(=O)C2CCC2)cc1 | 100 | -5 | 108 | 2 | 100 | -7 | 1 | 96
CSc1nc(C)cc(OCC(=O)N2CCOCC2)n1 | 97 | -7 | 105 | -7 | 101 | 7 | 3 | 96
CCOc1ccc(OCCSc2nc(C)cc(=O)[nH]2)cc1 | 88 | 8 | 105 | 5 | 96 | -5 | 11 | 96
CC1CN(C(=O)CCC(=O)NC2CCN(Cc3ccccc3)CC2)c2ccccc2O1 (centres undefined) | 101 | -12 | 123 | 2 | 100 | 4 | -1 | 89
CC(OC(=O)CCCSc1nc2ccccc2s1)C(=O)NC(N)=O (centres undefined) | 100 | 1 | 114 | 0 | 104 | 5 | -1 | 99
O=C(CS(=O)(=O)Cc1ccccc1)NCc1ccco1 | 107 | -6 | 106 | 4 | 107 | 2 | 2 | 99
C/C(=N\Nc1ccc(F)cc1F)c1ccccc1O | 95 | 27 | 109 | 2 | 97 | 4 | 4 | 92
CC1(C)Cc2ccccc2C(NNC(=O)c2ccncc2)=N1 | 102 | -14 | 104 | 2 | 105 | -4 | 31 | 97
NS(=O)(=O)c1ccc(CCNC/C=C/c2ccccc2)cc1 | 107 | 1 | 93 | 1 | 97 | -3 | -1 | 102
CC(=O)c1c(C)[nH]c(C(=O)OCC(=O)c2c(N)n(CC(C)C)c(=O)n(C)c2=O)c1C | 100 | 0 | 89 | 2 | 110 | 9 | -4 | 99
O=C(NCCC(c1ccccc1)c1ccccc1)c1cnccn1 | 110 | 7 | 90 | -5 | 96 | 8 | -1 | 111
COc1ccc(S(=O)(=O)N2CCc3ccccc32)cc1NC(C)=O | 106 | -4 | 97 | 2 | 112 | 7 | 0 | 101
CCn1c(=O)c2cc(S(=O)(=O)NCc3ccccc3)ccc2n(CC)c1=O | 111 | 10 | 110 | 10 | 98 | -2 | -1 | 97
COc1ccc(CNC(=O)C(=O)NCC2OCCN2S(=O)(=O)c2ccccc2)cc1 (centres undefined) | 100 | 4 | 108 | 1 | 82 | 10 | -2 | 96
CCOC(=O)C1CCCN(C(=O)c2cc(S(=O)(=O)Nc3ccccc3OC)ccc2C)C1 (centres undefined) | 98 | 0 | 92 | 4 | 101 | -3 | -1 | 98
C=CCNC(=S)NNC(=O)c1cc(-c2cccnc2)nc2ccccc12 | 105 | -1 | 91 | . | 76 | . | . | 131
CCOc1ccc(Cc2noc3c2C(=O)CCC3)cc1OCC | 120 | 2 | 97 | 6 | 105 | 10 | 1 | 95
COCCNC(=O)CSc1nc2ccccc2c(=O)n1CCC(=O)NCCc1ccc(OC)c(OC)c1 | 105 | 7 | 109 | 1 | 104 | 9 | 0 | 103
CCCC(=O)N(c1ccc(OC)cc1)C1C=CS(=O)(=O)C1 (centres undefined) | 112 | -4 | 112 | 1 | 104 | 10 | 0 | 102
O=C(Nc1ccc(NC(=O)C2CC2)nc1)c1cccnc1 | 94 | 1 | 102 | 4 | 96 | 3 | 6 | 101
CCCc1cc(=O)oc2cc(C)cc(OCc3nn[nH]n3)c12 | 102 | 11 | 99 | 5 | 103 | 4 | 1 | 100
COc1ccc(C(=O)NNC(=O)CSc2nc(C(C)C)nc3ccccc23)cc1 | 108 | -16 | 101 | 3 | 94 | 3 | 0 | 98
O=C(NNC(=O)C1CCCN(c2ncccn2)C1)c1ccc(F)cc1 (centres undefined) | 105 | 5 | 97 | 2 | 112 | 9 | 0 | 103
O=C(NCc1n[nH]c(=S)n1-c1ccc(Cl)c(Cl)c1)c1cccs1 | 106 | -24 | 98 | 3 | 106 | -3 | 1 | 99
O=C(COC(=O)c1cccs1)Nc1cccc(S(=O)(=O)N2CCOCC2)c1 | . | 6 | 98 | 4 | . | 3 | 0 | .
O=C(NCCC(=O)N1CCN(c2cccc(Cl)c2)CC1)c1ccc(Br)cc1 | 106 | -3 | 80 | 11 | 117 | -5 | 2 | 101
COc1ccc(-n2nnnc2-c2cnc(N3CCCC3)nc2C(F)(F)F)cc1 | 100 | 12 | 100 | 6 | 101 | -1 | 2 | 100
CN(C)S(=O)(=O)c1ccc(C(=O)NNC(=O)C2COc3ccccc3O2)cc1 (centres undefined) | 108 | -2 | 139 | -1 | 101 | -17 | 4 | 112

A run of entries of the results above, as a working copy:
SMILES | MEP2 TOR yeast | GASC-1 inh | CR mimetic SO | procasp3 activ | LAP4-GFP MLPCN | proCasp7 act | AHR activator | RPL19A-GFP yeast
NS(=O)(=O)c1ccc(CCNC/C=C/c2ccccc2)cc1 | 107 | 1 | 93 | 1 | 97 | -3 | -1 | 102
CC(=O)c1c(C)[nH]c(C(=O)OCC(=O)c2c(N)n(CC(C)C)c(=O)n(C)c2=O)c1C | 100 | 0 | 89 | 2 | 110 | 9 | -4 | 99

Returning to the listing with the two entries that preceded the break.
SMILES | MEP2 TOR yeast | GASC-1 inh | CR mimetic SO | procasp3 activ | LAP4-GFP MLPCN | proCasp7 act | AHR activator | RPL19A-GFP yeast
COc1ccc(-n2nnnc2-c2cnc(N3CCCC3)nc2C(F)(F)F)cc1 | 100 | 12 | 100 | 6 | 101 | -1 | 2 | 100
CN(C)S(=O)(=O)c1ccc(C(=O)NNC(=O)C2COc3ccccc3O2)cc1 (centres undefined) | 108 | -2 | 139 | -1 | 101 | -17 | 4 | 112
CCCCC(CC)C(=O)Nc1cc(C(=O)NCCC)ccc1N1CCC2(CC1)CC(c1cccc(Br)c1)=NO2 (centres undefined) | . | 8 | . | 13 | . | 1 | 2 | .
CC(=O)Nc1ccc(Oc2sc(C(=O)c3ccccc3)c(N)c2C#N)cc1 | 96 | 1 | 80 | -5 | 92 | 7 | 2 | 99
CCOC(=O)c1c(-c2cccs2)csc1NC(=O)CCCC(=O)O | 110 | -1 | 110 | 2 | 116 | -4 | 13 | 105
COc1cc(OC)nc(NC(=O)NS(=O)(=O)c2ccc(OC(F)(F)F)cc2)n1 | 94 | 8 | 97 | 8 | 101 | 16 | -2 | 96
CCOC(=O)CC1(NC(=O)C2CCC(=O)N(CCc3ccccc3)C2)CCCCC1 (centres undefined) | 99 | -27 | 79 | 7 | 100 | 8 | 3 | 105
CC1(C(=O)NC(=S)N(CCC#N)Cc2cccnc2)CC1(Cl)Cl (centres undefined) | 100 | 7 | 107 | -4 | 85 | -2 | -3 | 101
COc1cccc(CSc2nccn2C)c1 | 94[may fluoresce red and violet] | -4 | 102 | 4 | 93[may fluoresce red and violet] | -6 | 13 | ?
CCc1ccccc1NC(=O)NC1CC2CCC(C1)N2Cc1ccco1 (centres undefined) | 105 | -6 | 99 | 2 | 105 | 7 | -3 | 95
Cc1cc(N2CCN(c3ccccc3)CC2)nc(NCc2ccccc2)n1 | 102 | -8 | 99 | -5 | 110 | 4 | 15 | 101
O=C(Nc1nncs1)c1ccc(Br)c(S(=O)(=O)N2CCCC2)c1 | 99 | -4 | 110 | -3 | 99 | -4 | 4 | 102
CCOC(=O)CCc1c(C)c2ccc(OCC(=O)OC(C)C)cc2oc1=O | 100 | -30 | 105 | 4 | 100 | 2 | -2 | 101
CN(CC(=O)Nc1nc2ccc(F)cc2s1)S(=O)(=O)c1ccc(Cl)cc1 | 98 | 2 | 78 | 5 | 95 | -4 | 25 | 99
COCCCNC(=O)c1cc2cc([N+](=O)[O-])cc(OC)c2oc1=O | 106 | 3 | 103 | -2 | 91 | 3 | 1 | 100
COc1ccc(CN(C)CC(=O)NC2CCCc3ccccc32)cc1OC (centres undefined) | 100 | 14 | 91 | 4 | 98 | -2 | 0 | 97
O=C1C2C(C(=O)N1CCc1ccccc1)C1C=CC2C12CC2 (centres undefined) | 109 | -1 | 86 | -4 | 110 | 4 | -3 | 98
CN1C2CCC1CC(NC(=O)CSCc1ccc(Cl)cc1Cl)C2 (centres undefined) | 103 | -17 | 111 | 0 | 116 | 3 | -4 | 102
Cc1cc(C)cc(-n2c(C)cc(/C=N/NC(=O)c3cccc([N+](=O)[O-])c3C)c2C)c1 | 106 | -4 | 96 | -2 | 103 | -2 | 0 | 100
O=C(Nc1ccccc1C(=O)O)/C(=C/c1ccc([N+](=O)[O-])cc1)NC(=O)c1ccc(Br)o1 | 86 | 11 | 87 | -1 | 96 | -9 | 0 | 90
Cc1ccc(CNC(=O)CNC(=S)N(Cc2ccccc2)Cc2cccnc2)cc1 | 97 | 20 | 94 | -2 | 95 | -2 | 0 | 102
CCOc1ccc(Cl)cc1S(=O)(=O)n1nnc2ccccc21 | 88 | 3 | 96 | 8 | 110 | -7 | 0 | 95

The final 2 records of the section before lead into the next:
SMILES | MEP2 TOR yeast | GASC-1 inh | CR mimetic SO | procasp3 activ | LAP4-GFP MLPCN | proCasp7 act | AHR activator | RPL19A-GFP yeast
Cc1ccc(CNC(=O)CNC(=S)N(Cc2ccccc2)Cc2cccnc2)cc1 | 97 | 20 | 94 | -2 | 95 | -2 | 0 | 102
CCOc1ccc(Cl)cc1S(=O)(=O)n1nnc2ccccc21 | 88 | 3 | 96 | 8 | 110 | -7 | 0 | 95
COc1ccc(CN2CCN(Cc3cc(=O)oc4cc(C)ccc34)CC2)c(OC)c1OC | 109 | -6 | 89 | -5 | 101 | 0 | 3 | 98
COc1ccc2cc(C3C(C#N)=C(N)OC(C)=C3C(C)=O)c(Cl)nc2c1 (centres undefined) | 94 | -9 | 108 | 8 | 101 | 1 | 14 | 93
CN(Cc1ccccc1)C(=O)N1CCOCC1 | 99 | 9 | 92 | 0 | 104 | -4 | 0 | 98
CC(C)C[C@H]1CN=C(N(C)C)N1CCCCc1ccccc1 | 90 | -1 | 101 | 4 | 104 | -8 | 4 | 106
